High-throughput results deposited in PubChem by several laboratories.
RGS4 act: RGS4 potentiators or activators, primary screen, cell-based, HEK293 M3R inducible RGS4, calcium flux; carbachol calcium flux Fluo4; hits give low values; B-score at 10 µM; actives 0.92% (n = 310,000); AID 463111, 2010;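 active means B-score of the integrated calcium signal more than 4 SD below the library mean, with starting fluorescence not abnormally high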;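 further: negative B-score means reduced calcium response which marks RGS4 activation or potentiation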
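test system = M3R-expressing HEK293 line, RGS4 induced by doxycycline | probe or stimulus = carbachol at ECmax as muscarinic agonist stimulus | timing = dye loading 30 min 37 °C, buffer rest 30 min RT | signal = calcium dye Fluo4 fluorescence | evaluation = B score from integrated fluorescence ratio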
GSK3B inh: human GSK3beta kinase inhibitors, primary screen, biochemical, cell-free homogeneous, HTS | Glycogen synthase kinase-3 beta (Homo sapiens), P49841 | GST-GSK3beta kinase, ADP-Glo luminescence, 60 min; hits give low values | activity score (negative = inhibition), % at 10 µM | actives 0.038% (n = 300,000) | AID 2097, 2009;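 active means more than half of replicate wells score below -50%, meaning over 50% inhibition versus plate controls; inconclusive means some replicates but at most half score below -50%; inactive means no replicate scores below -50%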;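 further: 0% = median DMSO wells and -100% = median GW8510 positive control wells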
Target sequence (P49841 whole entry, looked up): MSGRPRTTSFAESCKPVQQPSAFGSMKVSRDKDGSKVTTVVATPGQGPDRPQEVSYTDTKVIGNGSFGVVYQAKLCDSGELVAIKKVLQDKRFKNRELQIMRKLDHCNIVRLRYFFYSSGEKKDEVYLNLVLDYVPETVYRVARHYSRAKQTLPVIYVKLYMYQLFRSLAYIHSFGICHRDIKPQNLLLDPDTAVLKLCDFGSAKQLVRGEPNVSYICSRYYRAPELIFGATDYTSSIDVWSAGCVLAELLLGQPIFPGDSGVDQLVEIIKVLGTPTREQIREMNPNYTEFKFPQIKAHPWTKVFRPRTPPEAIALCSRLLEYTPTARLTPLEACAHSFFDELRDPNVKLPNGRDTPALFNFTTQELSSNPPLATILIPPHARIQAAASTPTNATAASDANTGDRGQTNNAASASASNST
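test system = GST-tagged human GSK3beta kinase, cell-free | reagent = 25 µM ATP with peptide substrate | dosing = one dose of 10 µM per compound | schedule = 60 min reaction, RT | detection = luminescent ADP-Glo measurement of ADP formed | control set = DMSO neutral wells and GW8510 at 20 µM as positive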
GSK3A inh: blockers of GSK3A enzyme activity – biochemical, luminescence, cell-free homogeneous, HTS, primary screen | Glycogen synthase kinase-3 alpha (Homo sapiens), P49840 | GSK-3 alpha kinase, ADP-Glo luminescence, 60 min | inhibition, % at 10 µM | actives 0.1% (n = 320,000) | AID 2650, 2010;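 in the data active means inhibition above about 50%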;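 further: GST-tagged GSK-3 alpha with peptide substrate and 25 µM ATP; 0% = DMSO neutral wells and 100% = GW8510 positive control wells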
HDAC3 inh: HDAC3 deacetylase inhibitors, primary screen, biochemical, fluorescence, cell-free homogeneous | Histone deacetylase 3 (Homo sapiens), O15379 | recombinant HDAC3, fluorogenic peptide/trypsin coupled | inhibition, % at 8.3 µM | actives 0.15% (n = 320,000) | AID 2718, 2010; in the data active means inhibition above about 26%, passing the limit was not always enough; inconclusive means no clear call, values can overlap the other calls
hERG rescue: hERG rescue from dofetilide block, primary screen, cell-based, CHO-hERG, FluxOR thallium flux, dofetilide IC70. Voltage-gated inwardly rectifying potassium channel KCNH2 (Homo sapiens), Q12809. dofetilide IC70 present. activation (rescue from dofetilide block), less the hit threshold, % at 10 µM. actives 0.51% (n = 310,000). AID 1511, 2009;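 active means activation above the mean of controls blocked by dofetilide plus 5 SD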;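 further: thallium influx through hERG after potassium depolarization seen as dye fluorescence rise; in these data hits start at about 4.7%; inactives centre near -7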
KCNK9 block: KCNK9 potassium channel inhibitors, primary screen, HEK293 cells, thallium flux; Potassium channel subfamily K member 9 (Homo sapiens), Q9NPC2; FluxOR thallium flux fluorescence; hits give low values; B-score at 10 µM; actives 1.2% (n = 310,000); AID 488922, 2010;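 active means ratio B-score over 3 SD below the library mean, with starting fluorescence within 5 SD of its mean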;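 further: negative B-score means less thallium flux so channel inhibition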
DYRK1A inh: rat Dyrk1A kinase inhibitors, primary screen, biochemical, single point, plate reader; ADP-Glo luminescence, NFATc1 peptide; inhibition, % at 12.5 µM; actives 0.43% (n = 310,000); AID 504441, 2011; in the data active means inhibition above about 50%;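 further: plate controls were vehicle with enzyme for no effect and no enzyme for full effect; many of its hits are not listed in these tables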
KCNK3 block: human KCNK3 channel inhibitors, primary screen, CHO cells, FluxOR thallium flux, B-score | Potassium channel subfamily K member 3 (Homo sapiens), O14649 | FluxOR fluorescence; hits give low values | B-score at 10 µM | actives 0.84% (n = 340,000) | AID 602410, 2012;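 active means B-score under library mean minus 4 SD, starting fluorescence ratio at most library mean plus 5 SD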;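 further: more negative B-score means stronger inhibition of thallium flux through KCNK3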
KCNQ1 pot: potentiators or activators of KCNQ1 channel, primary screen, cell-based, thallium flux, high-throughput | AID 2648, 2010 | CHO-K1 KCNQ1, thallium flux FluxOR fluorescence; hits give high values | actives 0.35% (n = 310,000) | B-score at 10 µM | Potassium voltage-gated channel subfamily KQT member 1 (Homo sapiens), P51787;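 active means fluorescence ratio B-score, a plate-corrected score, at least three library SD, with initial intensity B-score within 5 SD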
Target sequence (P51787 whole entry, looked up): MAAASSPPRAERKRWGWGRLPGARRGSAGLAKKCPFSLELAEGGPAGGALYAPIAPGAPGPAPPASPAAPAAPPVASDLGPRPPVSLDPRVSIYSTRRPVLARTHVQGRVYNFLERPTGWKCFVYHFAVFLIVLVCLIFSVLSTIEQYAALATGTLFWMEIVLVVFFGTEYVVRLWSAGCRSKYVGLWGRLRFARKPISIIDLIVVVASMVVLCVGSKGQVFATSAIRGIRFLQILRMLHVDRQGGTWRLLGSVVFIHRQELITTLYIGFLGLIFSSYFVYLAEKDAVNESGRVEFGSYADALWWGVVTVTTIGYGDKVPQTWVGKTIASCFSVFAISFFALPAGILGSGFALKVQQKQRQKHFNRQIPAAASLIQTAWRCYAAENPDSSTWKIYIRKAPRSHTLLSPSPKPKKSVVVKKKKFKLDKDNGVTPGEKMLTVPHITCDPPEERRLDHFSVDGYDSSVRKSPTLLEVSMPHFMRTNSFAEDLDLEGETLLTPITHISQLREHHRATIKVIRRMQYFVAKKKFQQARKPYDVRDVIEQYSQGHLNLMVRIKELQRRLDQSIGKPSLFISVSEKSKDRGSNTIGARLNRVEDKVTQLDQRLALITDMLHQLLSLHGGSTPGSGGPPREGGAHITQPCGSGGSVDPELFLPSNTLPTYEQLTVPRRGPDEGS
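System: CHO-K1 cells stably expressing KCNQ1 / Medium: assay buffer for compound exposure, DMSO matched across wells / Reagent: thallium- and potassium-containing depolarizing buffer / Compound: one concentration, matched DMSO / Incubation: 20 min compound pretreatment at room temperature / Measured by: kinetic FluxOR fluorescence, 10 s baseline plus 110 s post-stimulus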
KCNQ1 inh: inhibitors of human KCNQ1 channel, primary screen, cell-based, thallium flux, high-throughput. Potassium voltage-gated channel subfamily KQT member 1 (Homo sapiens), P51787. CHO-K1 KCNQ1, FluxOR thallium flux fluorescence; hits give high values. B-score at 10 µM. actives 1.3% (n = 310,000). AID 2642, 2010;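 active means compounds whose thallium flux B-score, printed positive for inhibition, exceeds three library SD while starting fluorescence stays within three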;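 further: channel opened by potassium depolarization with thallium stimulus after 20 min compound exposure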
PolyA inhibitor: polyadenylation inhibitors in yeast reporter cells, primary screen, luminescence, S. cerevisiae. calls only at 12 µM. AID 1875, 2009. S. cerevisiae SKY197-pL101 polyadenylation reporter, beta-gal luminescence; efflux-impaired pdr1/pdr3 knockout yeast; score 100 = 6 SD above DMSO. actives 0.02% (n = 300,000);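 active means lowest replicate activity score at least 50, where 100 means six control SD above control mean; inconclusive means lowest score under 50 but half or more replicates reach 50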;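 further: yeast exposed to compound for 9 h at 30 °C; higher score means more reporter readthrough which indicates perturbed polyadenylation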
An asterisk follows results filed as active; i = inactive; ? = inconclusive; nt = no result given. The list is partial; the hit share may differ from the screen's.

compound	RGS4 act	GSK3B inh	GSK3A inh	HDAC3 inh	hERG rescue	KCNK9 block	DYRK1A inh	KCNK3 block	KCNQ1 pot	KCNQ1 inh	PolyA inhibitor
CSCC[C@H](NC(=O)[C@H]1N2C(=O)c3ccccc3C2SC1(C)C)C(=O)NCc1ccncc1 (some centres not stated)	i	2	-4	-1	-4	i	8	i	i	i	i
CCN(CC)S(=O)(=O)c1ccc(C(=O)NCc2n[nH]c(=S)n2Cc2ccccc2)cc1	i	2	0	1	-11	i	1	i	i	i	i
CCOc1ccc2nc(NC(=O)CSCC(=O)Nc3cc(C)on3)sc2c1	i	nt	0	5	-3	i	-7	i	i	i	i
CCOC(=O)c1c(N)sc(C(O)(C(F)(F)F)C(F)(F)F)c1-c1ccc(OC)cc1OC	i	-1	2	1	-10	i	3	i	i	i	i
O=C(c1cccc(C(F)(F)F)c1)C1CCCN(C(=O)CCCN2CCCC2=O)C1 (configuration not stated)	i	0	-2	0	-6	i	-44	i	i	i	i
CCOc1ccc(N(CC(=O)NCCSCc2ccc(Cl)cc2)S(C)(=O)=O)cc1	i	4	-1	-5	-2	i	nt	i	i	i	i
CCOC(=O)c1cc(CC)sc1/N=C/C1=C(O)CCCC1=O	i	-6	0	3	-6	i	-3	i	i	i	i
COCCNCCCOc1ccc(C)cc1Br	i	4	-2	2	-10	i	-4	i	i	i	i
O=C(CC1CCCCC1)N1CCN(c2ccccn2)CC1	i	2	-2	-10	0	i	0	i	i	i	i
O=C(CSc1ccccn1)N1CCN(c2ccccc2)CC1	i	-18	-3	-5	-10	i	2	i	i	i	i
Cc1cc(/C=N/NC(=O)COc2cccc3cccnc23)c(C)n1-c1ccc(O)cc1	i	-1	-3	2	-3	i	nt	i	i	i	i
COc1ccc(-c2cc(-c3nnc(COC(=O)C4CC4C)o3)c3ccccc3n2)cc1OC (configuration not stated)	i	1	-1	0	-4	i	-1	i	i	i	i
O=S(=O)(c1ccccc1)c1nc(-c2ccccc2F)oc1NCc1cccnc1	i	4	-1	5	-5	i	0	i	i	i	i
CCCN(CCC)C(=O)Nc1ccc(F)cc1F	i	2	-1	-9	-13	i	-7	i	i	i	i
O=C(Cn1cnc2ccccc21)OCC(=O)N1CCc2ccccc2C1	i	-2	0	3	-2	i	32	i	i	i	i
CN(C)CCOc1nc(-c2ccccc2)nc2c1oc1ccccc12	i	-4	1	11	-10	i	5	i	i	i	i
COc1cccc(NC(=O)CN(C)C(=O)c2ccccc2CCc2ccccc2)c1	i	4	2	5	-13	i	-3	i	i	i	i
CN(C)CCCNC(=O)c1ccc(CN(c2ccccc2)S(C)(=O)=O)cc1	i	2	-1	-7	-2	i	5	i	i	i	i
CCN(CC)CCCNC(=O)C1CCC(CNS(=O)(=O)c2ccc(Cl)cc2)CC1 (configuration not stated)	i	0	-2	-7	-8	i	2	i	i	i	i
Cc1cnc(NC(=O)CSc2nc3ccccc3s2)s1	i	-1	1	0	-10	i	4	i	i	i	i
Cc1ccc(S(=O)(=O)N2CCCCC2)cc1C(=O)N(C)CC(=O)Nc1cccc(F)c1	i	-1	-2	1	-10	i	2	i	i	i	i
COc1cc(/C=C2/SC(=O)N(CC(=O)N3CCCC3)C2=O)ccc1Oc1ccc([N+](=O)[O-])cn1	i	-2	-1	-8	-9	i	2	i	i	i	i
O=C1CCC(=O)N1c1ccc(CSc2nc3ccccc3[nH]2)cc1	i	0	-1	1	-15	i	-3	i	i	i	i
Cc1cccc(C)c1OCCNC(=O)CCC(=O)c1ccccc1	i	-1	0	6	-8	i	-5	i	i	i	i
CC(=O)N1CCc2cc(S(=O)(=O)NC(C(=O)NC3CCCc4ccccc43)C(C)C)ccc21 (configuration not stated)	i	0	-1	2	-4	i	-1	i	i	i	i
FC(F)C(F)(F)C1=CC(c2cccs2)=NCCN1	i	2	2	2	-14	i	-7	i	i	i	i
COc1ccc(/C=C/C(=O)c2ccccc2)cc1COc1ccccc1F	i	-2	-1	-4	-12	-12*	1	-12*	i	i	i
COc1ccc(CCNC(=O)C(=O)NCC2OCCN2S(=O)(=O)c2ccccc2)cc1OC (configuration not stated)	i	1	-1	-5	-3	i	3	i	i	i	i
COc1ccccc1-n1cnc2cc(NS(=O)(=O)c3ccc(Br)cc3)ccc21	i	2	-6	4	-1	i	5	i	i	i	i
COc1ccc(C(=O)N2CCN(C(=O)c3ccco3)CC2)cc1	i	2	0	-7	-7	i	9	i	i	i	i
CCC(C)NC(=O)C1CCN(CCCc2ccccc2)CC1 (configuration not stated)	i	2	-1	2	-6	i	5	i	i	i	i
O=C1C(C=NCc2ccncc2)=C(O)c2ccccc21	i	4	2	9	-12	i	66*	i	i	i	i
Cc1cccc(NC(=S)N2CCC(N(C)CC3CCCO3)CC2)c1C (configuration not stated)	i	1	-2	6	-12	i	4	i	i	i	i
Cc1ccc(C(=O)CSc2nnc(N)s2)c(C)c1	i	-2	-7	2	-10	i	-5	i	i	i	i
CCC1Oc2ccc(C)cc2N(CC(=O)NCC2CCCO2)C1=O (configuration not stated)	i	-5	0	0	-5	i	-8	i	i	i	i
COc1cc(-c2noc(-c3ccco3)n2)cc(OC)c1OC	i	2	-1	1	-10	i	1	i	i	i	i
O=C(O)C1Cc2ccccc2CN1C(=O)c1ccccc1Cl (configuration not stated)	i	nt	-2	-2	-5	i	-5	i	i	i	i
CCOC(=O)c1cc(C(=O)c2ccccc2O)cn2c(=O)c3c(C)c(C)sc3nc12	i	4	-2	4	-6	i	nt	nt	i	i	i
CC1CCCN(C(=O)CSc2nc3ncccc3[nH]2)C1 (configuration not stated)	i	3	-3	3	-1	i	nt	i	i	i	i
COc1ccc(CC2(CO)CCN(Cc3cnn(-c4ccc(F)cc4)c3)CC2)cc1	i	1	-1	6	-24	i	16	i	i	i	i
COc1ccc2cc(C(=O)NCc3ccccc3)[nH]c2c1	i	3	0	-10	-6	i	8	i	i	i	i
CCN(CC)S(=O)(=O)c1cccc(C(=O)N[C@H](C(=O)OCC(=O)Nc2ccccc2)C(C)C)c1	i	1	-1	6	-13	i	0	i	i	i	i
COc1cc(C=O)ccc1OCc1ccncc1	i	-4	-4	1	1	i	3	i	i	i	i
CCCn1c(SCc2ccccn2)nc2c1c(=O)n(C)c(=O)n2C	i	1	-4	4	2	i	3	i	i	i	i
O=C1C2C3c4ccccc4C(c4ccccc43)C2c2nc3ccccc3n21 (configuration not stated)	i	1	2	1	-4	-7.7*	-3	i	i	i	i
Cc1cc(C)cc(N(C(=O)c2snc(C(N)=O)c2N)C(C(=O)NCC2CCCO2)c2ccc(C)o2)c1 (configuration not stated)	i	2	-2	?	-9	i	4	i	i	i	i
CCOc1ccc(N2CC(C(=O)Nc3ccc4c(c3)OCO4)CC2=O)cc1 (configuration not stated)	i	-1	-2	-4	-11	i	-8	i	i	i	i
Cc1ccc(S(=O)(=O)NC(N)=NCCc2ccc(Cl)cc2)cc1C	i	17	-1	nt	-8	i	4	i	i	i	i
Brc1ccc2ncnc(Nc3ccc(N4CCOCC4)cc3)c2c1	i	-4	1	2	-7	i	nt	i	i	i	i
COc1cc(C(c2c(O)nc(SC)[nH]c2=O)c2c(O)nc(SC)[nH]c2=O)cc(OC)c1OC	i	11	nt	3	0	i	-3	i	i	i	i
CN(C)c1ccc(/C=N/NC(=O)C[n+]2ccccc2)cc1	i	-3	-1	6	-5	i	2	i	i	i	i
O=C(Cn1c(=O)oc2cc(S(=O)(=O)N3CCCC3)ccc21)NC1CCCCC1	i	-2	0	-1	-4	i	-3	i	i	i	i
CCOC(=O)C1(C)NC(c2ccccc2F)C2C(=O)N(CC)C(=O)C21 (configuration not stated)	i	1	0	-8	-4	i	-6	i	i	i	i

In another format: entries from further up.
COc1ccc(CC2(CO)CCN(Cc3cnn(-c4ccc(F)cc4)c3)CC2)cc1
  RGS4 act: i | GSK3B inh: 1 | GSK3A inh: -1 | HDAC3 inh: 6 | hERG rescue: -24 | KCNK9 block: i | DYRK1A inh: 16 | KCNK3 block: i | KCNQ1 pot: i | KCNQ1 inh: i | PolyA inhibitor: i

COc1ccc2cc(C(=O)NCc3ccccc3)[nH]c2c1
  RGS4 act: i | GSK3B inh: 3 | GSK3A inh: 0 | HDAC3 inh: -10 | hERG rescue: -6 | KCNK9 block: i | DYRK1A inh: 8 | KCNK3 block: i | KCNQ1 pot: i | KCNQ1 inh: i | PolyA inhibitor: i

CCN(CC)S(=O)(=O)c1cccc(C(=O)N[C@H](C(=O)OCC(=O)Nc2ccccc2)C(C)C)c1
  RGS4 act: i | GSK3B inh: 1 | GSK3A inh: -1 | HDAC3 inh: 6 | hERG rescue: -13 | KCNK9 block: i | DYRK1A inh: 0 | KCNK3 block: i | KCNQ1 pot: i | KCNQ1 inh: i | PolyA inhibitor: i

COc1cc(C=O)ccc1OCc1ccncc1
  RGS4 act: i | GSK3B inh: -4 | GSK3A inh: -4 | HDAC3 inh: 1 | hERG rescue: 1 | KCNK9 block: i | DYRK1A inh: 3 | KCNK3 block: i | KCNQ1 pot: i | KCNQ1 inh: i | PolyA inhibitor: i
